Compound activity: PubChem, Broad Institute
DENV2 CPE: inhibitors of DENV2 cytopathic effect | DENV2-infected cells, cytopathic effect rescue, plate reader | CPE inhibition, % at 9.99 µM | 350,000 compounds, 1.7% hits | AID 651640; in the data active = CPE inhibition above about 20%, passing the limit was not always enough; inconclusive = no clear call, values can overlap the other calls; tested in BHK-21 cells;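 also: 0% = median of neutral control wells and 100% = median of positive control wells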
PglD DTNB: blocks C. jejuni PglD acetyltransferase activity | 360,000 compounds, 0.098% hits | inhibition, % at 12.5 µM | purified PglD enzyme, DTNB colorimetric CoA detection; in the data active = inhibition above about 16%, passing the limit was not always enough; inconclusive = no clear call, values can overlap the other calls; also: strong numbers were not always called active
C2C12 statin: suppressors of simvastatin-induced myotoxicity in C2C12 myotubes. ATP luminescence, 48 h; scaled: DMSO 0, geranylgeraniol control 100. rescue of ATP level, % at 7.49 µM. 330,000 compounds, 0.78% hits. AID 602340;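 active = mean ATP rescue above about 67%, or every replicate alone reaching that limit, limit read from the data, passing the limit was not always enough; inconclusive = no clear call, values can overlap the other calls; inactive = mean under the limit and some replicate under it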;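 also: myotubes were challenged with 10 µM simvastatin during compound exposure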
ERp5 block: ERp5 (human) disulfide isomerase inhibition | Q15084 | ERp5 insulin aggregation, absorbance 650 nm, 90 min | inhibition, % at 9.99 µM | 350,000 compounds, 0.05% hits | AID 651711;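 active = mean replicate inhibition above about 25%, with every replicate also reaching it, limit read from the data, passing the limit was not always enough; inconclusive = only one of those two criteria met; inactive = neither criterion met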
Target sequence (Q15084 whole entry, looked up): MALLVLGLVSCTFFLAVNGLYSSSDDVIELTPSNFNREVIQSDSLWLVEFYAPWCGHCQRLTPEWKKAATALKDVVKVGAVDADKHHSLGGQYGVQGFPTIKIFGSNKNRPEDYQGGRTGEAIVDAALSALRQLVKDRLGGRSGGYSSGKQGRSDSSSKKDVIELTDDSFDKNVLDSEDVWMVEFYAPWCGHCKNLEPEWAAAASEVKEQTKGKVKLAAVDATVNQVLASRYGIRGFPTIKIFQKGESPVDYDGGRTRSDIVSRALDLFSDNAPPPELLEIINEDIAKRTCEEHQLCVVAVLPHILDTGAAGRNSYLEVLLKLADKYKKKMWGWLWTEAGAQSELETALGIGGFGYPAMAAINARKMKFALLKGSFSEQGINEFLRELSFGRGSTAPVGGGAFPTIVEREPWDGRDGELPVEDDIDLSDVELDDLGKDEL
SIRT5 inh: sirtuin-5 (human) deacylase inhibition | Q9NXA8 | Purified SirT5, succinyl-peptide AMC, trypsin-coupled fluorescence | inhibition, % at 15 µM | 330,000 compounds, 1.1% hits | AID 652115; in the data active = inhibition above about 15%; inconclusive = no clear call, values can overlap the other calls
E-sel inducer: E-selectin induction on HUVECs | P16581 | activation, % at 7.58 µM | 260,000 compounds, 0.37% hits | HUVEC E-selectin immunofluorescence imaging; normalized: neutral wells 0, TNF-alpha wells 100;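 active = mean E-selectin-positive cell signal at least 10% of the positive control, reached in at least 60% of replicates, without over 20% cell loss; inconclusive = no rule given, readout overlaps actives, possibly toxicity-flagged; inactive = the rest, including those meeting only one limit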;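 also: in these data hits start at about 27%; measured in HUVEC primary endothelial cells; signal is the percent of cells scored E-selectin positive by PE staining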
Target sequence (P16581 whole entry, looked up): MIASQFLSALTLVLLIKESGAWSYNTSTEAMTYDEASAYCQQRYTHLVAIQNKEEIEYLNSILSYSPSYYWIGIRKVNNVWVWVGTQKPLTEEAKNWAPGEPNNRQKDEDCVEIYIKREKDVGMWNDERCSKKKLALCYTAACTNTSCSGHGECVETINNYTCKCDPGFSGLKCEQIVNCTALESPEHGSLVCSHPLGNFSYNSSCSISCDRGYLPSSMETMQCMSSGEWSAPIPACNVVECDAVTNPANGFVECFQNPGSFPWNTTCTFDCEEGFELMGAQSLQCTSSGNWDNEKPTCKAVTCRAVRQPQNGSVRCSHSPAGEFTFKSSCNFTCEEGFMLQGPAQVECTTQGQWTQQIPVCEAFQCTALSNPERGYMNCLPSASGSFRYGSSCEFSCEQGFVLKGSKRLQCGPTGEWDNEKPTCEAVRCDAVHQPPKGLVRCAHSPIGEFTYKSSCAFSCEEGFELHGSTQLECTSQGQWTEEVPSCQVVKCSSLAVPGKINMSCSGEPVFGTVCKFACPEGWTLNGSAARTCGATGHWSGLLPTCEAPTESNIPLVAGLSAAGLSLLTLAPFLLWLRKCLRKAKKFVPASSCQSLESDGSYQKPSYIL
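System: HUVEC, human umbilical vein endothelial cells; quantity: 3,000 cells/well; buffer or medium: EGM-2 medium, gelatin-coated wells; dosing: single-point compound dose; detection: immunofluorescence imaging; evaluation: % PE-positive cells; benchmarks: TNF-alpha, DMSO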
S100A4 MyoIIA: inhibitors of human S100A4 binding to myosin IIA peptide | P26447 | 360,000 compounds, 0.14% hits | S100A4/TAMRA-MyoIIA peptide fluorescence polarization | inhibition, % at 10.7 µM;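 active = mean inhibition of at least 70% across replicates, with every replicate also reaching that level; inconclusive = mean inhibition reaches 70% but some replicates fall short; inactive = mean inhibition below 70%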
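Test system: S100A4 monomer protein. Medium: HEPES buffer with Ca2+, pH 7.2. Reagent: fluorescent myosin IIA peptide, 5 nM. Compound dosing: single-point compound testing. Timing: 5 min between mix addition and reading. Benchmarks: DMSO neutral and TFP positive wells.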
* hit, by the source's call; u = inconclusive; x = not tested or not shown; & = joins results of further samples. Not all compounds are listed. The share of hits here may be higher or lower than overall.

#	compound	DENV2 CPE	PglD DTNB	C2C12 statin	ERp5 block	SIRT5 inh	E-sel inducer	S100A4 MyoIIA
1	COc1ccc(C(C)=O)cc1Cn1c(C)c(C(=O)NCc2cccc(C)c2)sc1=O	u	4.2	-23.0	-0.2	x	x	-0.5
2	COc1ccc(N2CC(C(=O)Nc3cccc(S(=O)(=O)N4CCCC4)c3)CC2=O)c(OC)c1 (centres undefined)	15.7	-10.7	-4.0	4.5	-6.9	x	25.2
3	O=C(c1ccc(Oc2ccc([N+](=O)[O-])cc2Cl)cc1)N1CCCC1	1.9	x	x	1.5	1.1	x	-1.9
4	CCOc1ccccc1NC(=O)c1oc2ccccc2c1NC(=O)C1CCCO1 (centres undefined)	-2.6	2.5	11.9	1.3	-6.3	8.8	-0.6
5	C[C@H](CO)N1C[C@H](C)[C@@H](CN(C)Cc2ccc3c(c2)OCO3)OCCCC[C@H](C)Oc2ccc(NS(=O)(=O)c3cn(C)cn3)cc2C1=O	7.4	0.9	2.0	x	x	1.3	x
6	C[C@@H]1ON(C)[C@H]2C[C@H]3c4[nH]c5ccccc5c4CCN3C[C@@H]12	-9.6	3.7	9.2	-1.5	-6.5	3.5	-7.6
7	COc1ccc(-n2c(C)ccc2C)c([N+](=O)[O-])c1	-5.4	x	x	4.1	-3.0	1.4	-4.9
8	O=C(NCc1ccccn1)C(=O)NCC1OCCN1S(=O)(=O)c1ccc(F)cc1 (centres undefined)	5.9	-1.8	x	-4.6	0.3	x	-2.0
9	S=c1[nH]cnc2scc(-c3ccc(Br)cc3)c12	0.0	x	x	5.7	-0.2	1.8	4.5
10	CCCCNC(=S)NNC(=O)c1cc(-c2ccncc2)nc2ccccc12	-4.8	5.3	x	6.2	0.5	1.4	2.8
11	Cc1cc(=O)[nH]c(N/N=C/c2ccccc2Cl)n1	12.0	-3.4	6.6	0.1	0.3	x	-3.0
12	CC(C)NC(=O)Nc1ccc2c(c1)C(=O)N([C@H](C)CO)C[C@@H](C)[C@H](CN(C)C(=O)NC1CCCCC1)OCCCC[C@@H](C)O2	0.0	-9.8	x	4.5	6.9	1.0	-0.1
13	C[C@@H]1COC(=O)[C@H](Cc2ccc(F)cc2)CC/C=C\C[C@@H](CC(=O)NCCO)C(=O)N1	-11.3	-5.1	14.2	9.4	x	0.0	0.9
14	CO[C@H]1CN(C)C(=O)c2ccc(NC(=O)Nc3cccc(F)c3)cc2OC[C@H](C)NC[C@H]1C	-0.2	-0.3	-7.8	u	3.1	0.5	0.1
15	COc1ccc(-n2c(C)c(C(C)=O)c(C(C)=O)c2C)cc1	x	3.4	-12.3	4.5	2.8	x	0.1

Taken from above.
compound 5 – E-sel inducer = 1.3
compound 11 – ERp5 block = 0.1
compound 15 – C2C12 statin = -12.3

Next entries follow:
#	compound	DENV2 CPE	PglD DTNB	C2C12 statin	ERp5 block	SIRT5 inh	E-sel inducer	S100A4 MyoIIA
16	O=C1C(=NO)CC(c2ccccc2)N1c1ccccc1 (centres undefined)	12.1	-0.7	8.1	3.9	-1.7	x	-0.9
17	O=C(Nc1nnc(S(=O)(=O)N2CCN(c3ccc(F)cc3)CC2)s1)c1ccccc1	4.2	-5.9	-17.7	-0.7	-1.1	x	-1.3
18	Cc1csc(NC(C)c2nc3cc(C(F)(F)F)ccc3n2CCCO)n1 (centres undefined)	1.1	-5.5	-12.9	4.0	x	0.6	4.1
19	COCC(=O)N(C)C[C@H]1Oc2cc(-c3cccnc3)ccc2S(=O)(=O)N([C@H](C)CO)C[C@@H]1C	-2.1	1.6	15.3	1.2	-0.3	-0.2	4.2
20	CCc1ccc(N(CC(=O)NC2CCCCC2)C(=O)CNC(=O)c2ccco2)cc1	7.7	-1.7	-35.7	-1.7	-1.9	x	1.5
21	Cc1ccccc1-c1nc(CS(=O)CC(=O)NCCc2ccc(Cl)cc2)c(C)o1 (centres undefined)	-0.6	0.8	2.0	1.1	1.6	x	8.0
22	NC(=O)c1c(NC(=O)c2ccccc2Cl)sc2c1CCC2	u	5.2	0.0	2.7	x	x	-5.5
23	CCOC(=O)Nc1ccc2c(c1)N(C(=O)CN1CCN(CCO)CC1)c1ccccc1CC2	-7.5	9.9	10.6	-9.6	-1.4	x	-1.3
24	O=C(NC1CCCc2ccccc21)C1CCN(c2c3c(nc4ncnn24)CCC3)CC1 (centres undefined)	-3.2	x	-8.8	-3.4	-0.5	x	-2.1
25	COc1cccc(NC(=O)CCC(=O)Nc2cc(OC)c(NC(=O)c3cccs3)cc2OC)c1	6.8	-4.1	13.0	-0.8	3.0	0.7	2.4
26	COc1ccc(/C=C/c2nnc(NC(=O)COc3cccc(C)c3)s2)cc1	2.5	x	x	-0.1	-5.9	0.2	4.7
27	O=C(NCc1ccc(F)cc1)c1cc(C2CCCN(C(=O)c3ccc4ccccc4c3)C2)on1 (centres undefined)	1.6	-6.7	17.8	-2.5	0.2	-0.2	-2.5
28	COc1ccc(CCN(C)C(=O)c2cc(-c3ccccc3)nc3ccccc23)cc1OC	-2.5	-2.0	-4.8	8.8	-4.9	-0.2	2.9
29	CNC[C@@H]1OCCCC[C@@H](C)Oc2ccc(NS(=O)(=O)c3ccc(Cl)cc3)cc2C(=O)N([C@H](C)CO)C[C@@H]1C	19.4	-0.1	3.6	3.6	-7.2	-0.1	4.0
30	COc1ccc(NC(=O)c2cccc(S(=O)(=O)N(C)c3ccccc3)c2)cn1	x	-2.1	x	-5.0	2.0	2.4	3.3
31	COc1ccccc1N1CCN(C(=O)C2CCN(S(=O)(=O)c3ccccc3)CC2)CC1	6.5	-1.0	11.4	-5.0	-0.8	x	-4.2
32	COc1ccc(NC(=O)c2c(C)noc2-c2snnc2C)cc1	-0.3	x	-9.7	2.5	-1.3	-0.9	5.1
33	CCOC(=O)c1c(N/N=C/c2cccnc2)n[nH]c1C	4.8	4.2	-13.5	4.0	4.0	-0.4	-3.1
34	Clc1ccccc1Cc1noc(CN2CCCCC2c2ccccn2)n1 (centres undefined)	-2.9	x	x	2.4	-0.8	0.0	4.6
35	CCCCC(CCC(=O)Nc1ccn(-c2ccccc2)n1)C(=O)O (centres undefined)	0.2	1.0	x	-3.3	0.7	0.3	-0.8
36	COc1cccc(CNC(=O)[C@H]2CCCN2C(=O)[C@H]2CCCN2C(=O)c2ccc(F)c(F)c2)c1	-1.5	x	x	-4.2	x	-0.1	-3.0
37	OC[C@H]1[C@@H](c2ccc(-c3ccccc3F)cc2)[C@H]2CN(Cc3cccnc3)CCCCN21	-6.5	5.5	x	0.5	-1.6	0.0	-2.7
38	O=C(c1cc([N+](=O)[O-])ccc1N1CCN(S(=O)(=O)c2ccc(Cl)c(Cl)c2)CC1)N1CCOCC1	x	-2.5	7.3	x	x	2.4	x
39	Cc1ccc(-n2[nH]c(C)c(/C=N/c3ccccn3)c2=O)cc1	x	0.9	-44.5	3.4	-4.8	x	-2.7
40	COc1ccc(C(=O)N2CCCC(CO)C2)cc1OC1CCN(C(C)C)CC1 (centres undefined)	-10.3	2.5	-3.7	0.0	3.3	-0.1	0.5
41	O=C(Cn1cnc2ccccc21)c1ccc(Cl)cc1	-1.0	3.4	8.2	-0.6	-4.0	x	4.0
42	Cc1ccc(CNC(=O)CO/N=C/c2ccc(C(C)(C)C)cc2)cc1	1.7	x	x	0.5	-0.7	7.0	6.1
43	O=C(CSc1nnc(-c2ccc([N+](=O)[O-])cc2)o1)Nc1ccccn1	5.4	x	x	5.3	1.2	1.1	-4.5
44	COCCNc1nc(Cl)c(C#N)s1	-2.0	x	x	3.6	2.9	0.2	1.5
45	Cc1ccc(OCC(=O)O/N=C(\N)Cc2ccc([N+](=O)[O-])cc2)cc1C	-3.0	-5.3	x	6.4	-1.6	x	2.4

A different layout for some results above:
Every second line gives: DENV2 CPE	PglD DTNB	C2C12 statin	ERp5 block	SIRT5 inh	E-sel inducer	S100A4 MyoIIA
31	COc1ccccc1N1CCN(C(=O)C2CCN(S(=O)(=O)c3ccccc3)CC2)CC1
  6.5	-1.0	11.4	-5.0	-0.8	x	-4.2
37	OC[C@H]1[C@@H](c2ccc(-c3ccccc3F)cc2)[C@H]2CN(Cc3cccnc3)CCCCN21
  -6.5	5.5	x	0.5	-1.6	0.0	-2.7
34	Clc1ccccc1Cc1noc(CN2CCCCC2c2ccccn2)n1 (centres undefined)
  -2.9	x	x	2.4	-0.8	0.0	4.6

More records:
#	compound	DENV2 CPE	PglD DTNB	C2C12 statin	ERp5 block	SIRT5 inh	E-sel inducer	S100A4 MyoIIA
46	COc1ccc(/C(N)=N/OC(=O)CCCc2ccccc2)cc1	-4.3	x	-0.6	1.8	-4.9	-1.8	-1.2
47	Cc1ccc2ccccc2c1C(O)c1ncc(-c2ccccc2Cl)[nH]1 (centres undefined)	u	-5.5	-4.4	6.8	1.7	-0.1	2.1
48	O=S(=O)(N[C@@H]1CC[C@H](CCn2cc(-c3ccccc3F)nn2)O[C@@H]1CO)c1ccc(F)cc1	-2.1	x	x	-1.9	2.6	-0.3	4.8
49	C[C@@H]1CCCCO[C@H](CN(C)Cc2ccc3c(c2)OCO3)[C@@H](C)CN([C@@H](C)CO)C(=O)c2cc(NS(=O)(=O)c3cn(C)cn3)ccc2O1	-3.1	0.6	8.9	x	x	-0.3	x
50	Cc1n[nH]c(=S)n1/N=C/c1ccc(-c2ccc(Cl)cc2)o1	0.0	-0.5	-1.9	-9.6	-8.7	-0.1	-5.0
51	C/C(=N\NC(=O)c1cccc(N/N=C(\C)c2ccc([N+](=O)[O-])cc2)c1)c1ccc([N+](=O)[O-])cc1	2.3	x	x	-3.0	-2.4	2.2	-3.4
52	CC(=O)NC(CC(=O)OC(C)C(=O)Nc1ncc(Cl)cc1Cl)c1ccccc1 (centres undefined)	-1.5	0.8	-2.2	5.8	-2.7	0.1	-3.1
53	COc1ccccc1/C=C/CN1CCC(Oc2ccc(C(=O)N3CCCCC3)cc2)CC1	13.5	-9.7	x	1.5	4.4	x	4.5
54	Cn1nccc1C(=O)N(CCN1CCCCC1)CC1CCCN(C2CCCC2)C1 (centres undefined)	-0.6	-3.7	-3.9	-0.2	0.5	-0.9	-7.7
55	COc1ccccc1C(=O)Nc1ccc(Cc2ccncc2)cc1	10.5	x	-3.5	3.3	0.8	-1.0	0.9
56	O=C(Nc1ccc2c(c1)[C@@H]1C[C@@H](CC(=O)N3CCCCC3)O[C@@H](CO)[C@@H]1O2)C1CCC1	-6.6	0.7	2.5	4.2	9.3	-0.2	-14.0
57	Cc1noc(C)c1NC(=O)N(C)C[C@H]1OCCCC[C@@H](C)Oc2ccc(NC(=O)Nc3ccc(F)cc3)cc2C(=O)N([C@@H](C)CO)C[C@H]1C	-11.5&7.1	-1.6&2.2	3.2	-7.1&-3.4	-0.2&0.2	0.7&0.1	9.1&-38.3
